Source: PubChem
TrxR1 substrate: substrates of rat thioredoxin reductase 1 | purified TrxR1 substrate turnover, NADPH consumption readout | Potency, µM (top dose mostly 114 µM), for the others: at the top dose activity change, negative = substrate turnover | 390,000 tested, 0.01% active; also: potency is read from the fitted curve at half-maximal effect; % is scaled to controls: 0 for no effect and ±100 for the full control effect; nearly all actives have a fitted effect of over 50% in size
Target sequence (O89049 whole entry, looked up): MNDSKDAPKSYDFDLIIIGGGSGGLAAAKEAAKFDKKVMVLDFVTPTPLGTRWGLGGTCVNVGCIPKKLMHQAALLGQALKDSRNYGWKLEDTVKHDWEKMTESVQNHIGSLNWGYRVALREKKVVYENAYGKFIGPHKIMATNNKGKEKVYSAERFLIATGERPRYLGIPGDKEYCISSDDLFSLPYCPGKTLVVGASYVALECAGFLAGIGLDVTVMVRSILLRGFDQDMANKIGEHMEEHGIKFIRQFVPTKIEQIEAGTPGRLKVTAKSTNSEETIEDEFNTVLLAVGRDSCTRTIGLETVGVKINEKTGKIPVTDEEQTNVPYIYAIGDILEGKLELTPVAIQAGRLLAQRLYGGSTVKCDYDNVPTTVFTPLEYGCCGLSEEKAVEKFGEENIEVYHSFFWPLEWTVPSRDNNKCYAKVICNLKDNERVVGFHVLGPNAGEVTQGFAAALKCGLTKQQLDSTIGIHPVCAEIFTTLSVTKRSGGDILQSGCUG
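Rat TrxR1, dispensed at 90 nM, was prereduced with 400 uM NADPH (final) for 5 min at ~22 deg C, then incubated with compound 15 min before 400 uM selenite. A first-read NADPH fluorescence drop versus no-compound background flagged substrates.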
USP1-UAF1 inh: blocks the human USP1/UAF1 deubiquitinase complex. recombinant USP1/UAF1, Ub-Rhodamine cleavage fluorescence. Potency, µM (highest dose often 57.1 µM), for the others: at the highest dose activity change, negative = inhibition, usual class: inhibitors. 390,000 tested, 0.23% active. AID 743255; also: potency is read from the fitted curve at half-maximal effect; % is scaled to controls: 0 for no effect and ±100 for the full control effect; nearly all actives have a fitted effect of over 60% in size; inactives centre near -12
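High-throughput fluorogenic screen: 1nM USP1/UAF1 complex, Ub-Rho substrate 150nM final, 50mM HEPES pH 7.8 with 0.5mM EDTA, 0.1 mg/ml BSA, 1mM TCEP and 0.01% Tween-20.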
D2 antagonist: D2 dopamine receptor (human) antagonism; 340,000 tested, 2% active; P14416; inhibition, % at 10 µM; AID 485344; HEK293 TREx D2 cells, calcium flux, dopamine EC80; in the data active = inhibition above about 30%; also: 0% is about no effect
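Inhibition of EC80 dopamine-driven calcium flux, recorded kinetically, defines activity here; cells are a tetracycline-induced HEK293 T-REx line expressing force-coupled D2.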
D2 ag: activates the human D2 dopamine receptor | P14416 | HEK293 T-REx D2 cells, calcium flux agonist mode | activation, % at 2 µM | 340,000 tested, 0.53% active | AID 485358;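 active = activation over 3 SD above normal in the single-dose calcium agonist read, cut at about 30% in these data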; also: 0% is about no effect
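Tetracycline-induced HEK293 Trex cells with D2 receptor force-coupled to calcium signaling, plated overnight at 30 C and loaded with no-wash calcium dye. Calcium flux read kinetically for 180 s after compound addition; responses flag agonists.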
TRHR enhancer: TRH receptor (human) allosteric enhancement; TRHR cells, fluo-8 calcium fluorescence, EC20 TRH enhancement; enhancement, % at 2 µM; P34981; 360,000 tested, 0.66% active; AID 493056; in the data active = enhancement above about 30%; also: 0% is about no effect
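TRHR-expressing cells loaded with fluo-8 calcium dye were read kinetically (ex 480/em 530) during compound addition, then stimulated with an EC20 of TRH (10 nM final). Enhancement of the Gq-mediated intracellular calcium response was scored.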
TrxR1 inh: blocks rat thioredoxin reductase 1; 390,000 tested, 1% active; Potency, µM (titrated, usually from 114 µM), without a hit: at the top dose activity change, negative = inhibition, hits mostly inhibitors; AID 588453; O89049; recombinant rTrxR1, NADPH fluorescence consumption, selenite substrate; also: potency is read from the fitted curve at half-maximal effect; % is scaled to controls: 0 for no effect and ±100 for the full control effect; nearly all actives have a fitted effect of over 65% in size
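Rat TrxR1 (90 nM in the dispensed reagent) was pre-reduced with 400 uM NADPH for 5 min at room temperature, then incubated with compound for 15 min. After 400 uM selenite was added, NADPH fluorescence (Ex 340/Em 450 nm) was followed for 8 min.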
Pin1 inhibitor: inhibitors of human Pin1; Q13526; Pin1 FP peptide displacement, HiFluor488, 10 min; Potency, µM (top dose mostly 115 µM), for inactives: at the highest dose activity, negative = inhibition, actives largely listed as inhibitors; 390,000 tested, 0.009% active; active = well fitted inhibition curve with a large enough effect in the polarisation, with a control signal flat, not every such curve was filed as active; inconclusive = small, poorly fitted or top-dose-only effect, or effect the other way, or a change in a side signal; inactive = no such curve, though single readings can be large or run the other way; the % refers to the polarisation; also: potency is read from the fitted curve at half-maximal effect; % is scaled to controls: 0 for no effect and ±100 for the full control effect
Target sequence (Q13526 whole entry, looked up): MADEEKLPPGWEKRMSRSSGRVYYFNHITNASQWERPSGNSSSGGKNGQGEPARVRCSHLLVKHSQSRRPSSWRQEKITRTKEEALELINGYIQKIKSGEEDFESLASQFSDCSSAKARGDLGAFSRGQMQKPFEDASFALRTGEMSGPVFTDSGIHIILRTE
TRHR agonist: agonists of human TRH receptor; TRHR cells, calcium flux fluo-8, FDSS agonist mode; activation, % at 2 µM; 360,000 tested, 0.18% active; P34981; in the data active = activation above about 30%; also: 0% is about no effect
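TRHR-expressing cells, plated overnight in medium with 10% serum, were loaded with fluo-8 calcium dye at room temperature. After a 10 s baseline, library compound was pin-added and calcium release was recorded kinetically (ex 480/em 530) as agonist response.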
IDH1 R132H inh: human IDH1 R132H inhibition | Potency, µM (titrated, usually from 76.6 µM), for the others: top-dose activity change, negative = inhibition, actives largely listed as inhibitors | O75874 | IDH1-R132H enzyme, NADPH consumption, diaphorase/resazurin fluorescence | 390,000 tested, 0.093% active; also: potency is read from the fitted curve at half-maximal effect; % is scaled to controls: 0 for no effect and ±100 for the full control effect; nearly all actives have a fitted effect of over 65% in size
Target sequence (O75874 whole entry R132H, stated change not applied): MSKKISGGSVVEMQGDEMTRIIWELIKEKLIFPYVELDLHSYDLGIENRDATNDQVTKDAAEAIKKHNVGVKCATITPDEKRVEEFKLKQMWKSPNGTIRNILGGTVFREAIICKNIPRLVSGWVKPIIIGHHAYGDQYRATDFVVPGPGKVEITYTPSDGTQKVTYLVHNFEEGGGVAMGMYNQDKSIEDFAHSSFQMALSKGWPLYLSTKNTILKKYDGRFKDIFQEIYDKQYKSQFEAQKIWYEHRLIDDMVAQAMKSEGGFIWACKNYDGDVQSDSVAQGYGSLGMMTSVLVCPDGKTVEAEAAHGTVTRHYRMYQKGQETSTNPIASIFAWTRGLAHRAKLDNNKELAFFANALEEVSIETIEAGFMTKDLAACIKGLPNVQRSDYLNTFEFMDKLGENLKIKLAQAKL
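IDH1-R132H (0.5 ug/mL) preincubated 30 min with compound, then NADPH (0.016 mM) and alpha-KG (2 mM) added; 80 min at RT, pH 7.5. Remaining NADPH coupled via diaphorase/resazurin to fluorescence (540/590 nm); concentration-response curves normalized to no-enzyme control.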
* hit, by the source's call; ? = inconclusive; nt = not tested or not shown; [ ] = dose if it differs, or a comment. Unless noted, calls follow the shape of the dose curve; as a rule, active = well fitted inhibition curve with a large enough effect; inconclusive = small, poorly fitted or top-dose-only effect; inactive = no such curve, though single readings can be large or run the other way.

SMILES	TrxR1 substrate	USP1-UAF1 inh	D2 antagonist	D2 ag	TRHR enhancer	TrxR1 inh	Pin1 inhibitor	TRHR agonist	IDH1 R132H inh
CC1CN(c2nnnn2-c2ccccc2)CC(C)O1 (stereo unspecified)	-3%	-11%	20	0.3	-2	-6%	-1%	0.5	-6%
CCN(C(=O)COC(=O)c1ccc(Cl)cc1N)C1CCCCC1	20%	-20%	-4	0.4	-2	15%	1%	-0.2	8%
O=C1CC(c2cccs2)Sc2nc3ccccc3n21 (stereo unspecified)	-6%	-5%	nt	nt	-12	?	3%	-0.9	6%
Cc1nc(-c2cccc3ccccc23)ccc1C(=O)O	83%	-9%	-16	3.4	-2	9%[57.1 µM]	-7%	0.5	13%
C=CCC[C@@H](Cc1ccc(F)cc1)C(=O)OC[C@@H](C)NC(=O)[C@@H](CC=C)CC(=O)N[C@H](CO)Cc1ccccc1	-9%	-29%	nt	nt	nt	-25%	0%	nt	18%
CCCCCc1c(C)nc(N2CCN(Cc3ccc4c(c3)OCO4)CC2)[nH]c1=O	-8%	-2%	7	0.1	-13	5%	4%	-0.3	-1%
COc1ccc(NC(=O)C(Cc2cc(C)cc(C)c2)C(C)C(=O)O)cc1 (stereo unspecified)	-4%	-12%	-5	0.6	-4	4%	-7%	1.7	2%
O=C(Nc1ccc(NC(=O)c2ccc(Cl)cc2Cl)cc1)c1cccs1	13%	-7%	8	0.9	-1	0%	1%	1.3	-4%
COc1cccc(N2CCN(c3ncccn3)CC2)c1	7%	-14%	-17	0.1	2	23%	-6%	-0.6	2%
COc1ccc(CC(=O)Nc2nc3ccccc3[nH]2)cc1	7%	-20%	-24	-1.3	7	19%	2%	-1.2	10%
Cc1cc(-c2ccccc2)nc2cc(C(=O)N(Cc3ccccc3)Cc3ccccc3)nn12	44%[activator]	-21%	-21	-1.3	5	26%	12%	0.1	2%
Nc1nnc(SCC(=O)N2CCN(Cc3ccccc3)CC2)s1	-5%	6%	-16	0.0	4	37%[57.1 µM]	-16%	0.6	-1%
CCCNC(=O)CN1CCN(c2cc3ccccc3c(Cl)n2)CC1	0%[57.1 µM]	?	6	-0.1	2	-6%[57.1 µM]	-7%	-0.6	9%
O=C(O)c1cccc(N/N=C/c2cccnc2)c1	2%[57.1 µM]	-12%	-5	0.6	12	-5%[57.1 µM]	-3%	0.6	5%
CCC(C)c1cc(S(=O)(=O)N2CCOCC2)ccc1OC (stereo unspecified)	2%[57.1 µM]	-10%	-14	-0.5	9	7%[57.1 µM]	-10%	0.1	2%

Sorted by the number under TRHR enhancer (falling): three from the list above.
smiles,TrxR1 substrate,USP1-UAF1 inh,D2 antagonist,TRHR enhancer,TrxR1 inh,Pin1 inhibitor,TRHR agonist
Cc1cc(-c2ccccc2)nc2cc(C(=O)N(Cc3ccccc3)Cc3ccccc3)nn12,44%[activator],-21%,-21,5,26%,12%,0.1
Nc1nnc(SCC(=O)N2CCN(Cc3ccccc3)CC2)s1,-5%,6%,-16,4,37%[57.1 µM],-16%,0.6
CCN(C(=O)COC(=O)c1ccc(Cl)cc1N)C1CCCCC1,20%,-20%,-4,-2,15%,1%,-0.2

(next part)
SMILES	TrxR1 substrate	USP1-UAF1 inh	D2 antagonist	D2 ag	TRHR enhancer	TrxR1 inh	Pin1 inhibitor	TRHR agonist	IDH1 R132H inh
Cn1ncc(N2CCN(S(=O)(=O)c3ccc(Br)cc3)CC2)c(Cl)c1=O	3%[57.1 µM]	-2%	-3	0.5	-1	7%[57.1 µM]	6%	-0.1	-7%
CC(c1ccccc1)N1C(=O)C2C3C=CC(C4CC34)C2C1=O (stereo unspecified)	11%[57.1 µM]	?	-10	0.8	-1	21%[57.1 µM]	-5%	0.3	1%
CCCCCCCCCC(=O)OCC(O)CO (stereo unspecified)	2%	-16%	15	-3.1	-2	19%	-10%	-0.2	21%
COc1ccc(/C=C/C(=O)Nc2sc3c(c2C(N)=O)CCC(C)C3)cc1OC (stereo unspecified)	2%	-21%	nt	-1.9	-1	5%	2%	-0.3	-1%
C=CCn1c(SCc2ccc(C(=O)Nc3nccs3)cc2)nnc1-c1ccc(C)c(Cl)c1	-6%	-16%	1	-0.5	-6	17%[0.457 µM]	-1%	0.1	3%
NC(=O)c1nc(Nc2ccccc2)sc1NC(=O)c1ccccc1Br	0%[57.1 µM]	-3%	nt	2.0	6	18%[57.1 µM]	20%	1.6	1%
CCc1c(C(=O)Nc2ccncc2)csc1C	6%	-6%	-2	0.5	-6	10%	0%	-1.3	2%
Nc1c(C=C2C=CC(=O)C=C2)c(=O)nc2sc(CC(=O)N3CCCCC3)nn12	-20%	-4%	-14	-0.2	-5	-12%	2%	-0.8	-5%
CCCCc1ccc(NC(=S)NCCc2ccc(F)cc2)cc1	-4%[57.1 µM]	-13%	30*	0.2	-6	-8%[57.1 µM]	-12%	0.8	-7%
O=C(CSc1nnc(NC(=O)c2ccccc2)s1)NC1CCCC1	15%	-9%	-4	-1.6	-5	16%	-1%	-1.1	0%
COc1ccc(S(=O)(=O)N(C)c2ccc(C(=O)N3CCCCC3)cc2)cc1	-9%	-8%	-7	0.0	-4	-7%	-5%	-0.6	7%
COc1ccc(OCCNS(=O)(=O)Cc2ccccc2)cc1	-16%	-1%	-3	-0.5	1	-19%	-3%	0.1	1%
O=C(c1ccco1)N1CCN(c2cc(C(F)(F)F)nc3ncnn23)CC1	-14%	-8%	-14	-1.1	21	-9%	-7%	1.9	7%
COc1ccccc1OCCNC(=O)C(CCSC)NC(=O)COc1ccccc1 (stereo unspecified)	2%	-20%	1	0.2	-9	12%	8%	-0.2	-5%
CC(C)NC(=O)COC(=O)c1cc(F)c(F)cc1Cl	0%	10%	8	0.7	-8	15%	2%	1.0	0%
O=C(Nc1ccc(NC(=S)NC(=O)c2cccs2)cc1)c1ccccc1	2%	-14%	-3	0.0	6	-21%	0%	0.6	-6%
C=C1c2cccc(OC)c2O[C@H](C(=O)OCC)[C@@H]1CC(CC)CCCC (stereo partly specified)	-6%	-18%	nt	nt	nt	-19%	?	nt	11%
O=C(c1ccco1)N1CCN(C(=O)C2Cc3ccccc3CN2S(=O)(=O)c2ccc(F)cc2)CC1 (stereo unspecified)	10%[57.1 µM]	-2%	-10	0.8	-6	1%[57.1 µM]	4%	-0.7	9%
Cc1ccc(C(=O)NNC(=S)NC(=O)c2ccc(Cl)cc2Cl)cc1	5%	-12%	-1	70*	-8	-13%	2%	32*	1%
Cc1ccc(CN(C(=O)c2ccc([N+](=O)[O-])cc2)c2ccccn2)cc1	4%	-14%	nt	-1.4	15	12%	-8%	-1.3	1%
CCOCCc1nnc(NC(=O)CN2C(=O)c3ccccc3C2=O)s1	15%[57.1 µM]	1%	-10	0.3	11	38%[activator][57.1 µM]	-2%	-0.3	5%
CN(C)C=NC(=O)c1cc2c(n(-c3ccccc3)c1=O)CC(C)(C)CC2=O	118%[activator]	-9%	nt	nt	4	3%	3%	1.7	-4%
CCC(Oc1ccccc1)C(=O)O/N=C(\N)c1ccc(OC)c(OC)c1 (stereo unspecified)	-6%	-6%	-9	1.0	-8	-10%	0%	0.2	0%
C/C(=N\NC(=O)c1cc(C(C)(C)C)[nH]n1)C12CC3CC(CC(C3)C1)C2	-8%[57.1 µM]	-16%	-9	0.5	-1	1%[57.1 µM]	-2%	0.4	-1%
COc1ccc(/C(O)=C2/C(=O)C(=O)N(c3ncccn3)C2c2ccc(C(C)(C)C)cc2)cc1 (stereo unspecified)	nt	nt	7	-0.3	5	nt	nt	0.4	nt
COc1ccc(OC)c(NC(=O)CCCc2nnc3n(C(C)C)c(=O)c4sccc4n23)c1	2%	-18%	nt	-0.9	-10	2%	-8%	0.0	1%
C=C(C)COc1ccc(-c2ncncc2-c2ccc(OC)cc2)c(O)c1	-10%	-28%	15	-0.8	3	-9%	5%	1.0	0%
CC1(C)CC(=O)C2=C(C1)OC(N)=C(C#N)C2c1ccsc1 (stereo unspecified)	-6%	-6%	-5	0.7	5	1%[57.1 µM]	-1%	-0.6	0%
O=C(CCSc1ccccc1)Nc1nc2c(s1)CCCC2	7%	-19%	19	0.9	-4	20%	3%	0.2	2%
CC1CCCN(CCCNC(=O)c2cc(Sc3ccc(F)cc3)nc3ccccc23)C1 (stereo unspecified)	-1%[57.1 µM]	-23%	nt	-0.3	-6	5%[57.1 µM]	-10%	2.6	-13%
CCc1ccc(S(=O)(=O)Nc2c(C)nn(C)c2C)cc1	0%	-9%	8	0.7	-2	12%	-6%	2.0	2%
CC(C)(C)C(=O)Nc1nnc(-c2ccccc2)c(-c2ccccc2)n1	1%[57.1 µM]	-16%	9	-1.2	-9	-4%[57.1 µM]	1%	-0.9	6%
C(=N\Nc1nc(N2CCOCC2)nc(N2CCOCC2)n1)/c1cccnc1	-5%[57.1 µM]	-7%	-10	0.0	0	-5%[57.1 µM]	-1%	1.0	2%
O=C(NCCCN1CCCC1=O)C(=O)NCC1OCCCN1S(=O)(=O)c1cc(F)ccc1F (stereo unspecified)	0%	-7%	-6	2.4	-5	2%	-1%	0.1	2%
Cc1cccc(C(=O)NC(=S)N2CCN(c3ccc([N+](=O)[O-])cc3)CC2)c1	-16%	-13%	nt	nt	1	-16%	22%	-0.2	-2%
CC(NC(=O)COC(=O)C1=COCCO1)C12CC3CC(CC(C3)C1)C2 (stereo unspecified)	-14%[57.1 µM]	-10%	-6	-0.1	0	21%[57.1 µM]	2%	-0.4	7%
Cc1c(NC(=O)C(C)OC(=O)CCOc2ccccc2)c(=O)n(-c2ccccc2)n1C (stereo unspecified)	0%	-15%	0	-1.4	-8	10%	7%	-0.5	-1%
Cc1ccc(S(=O)(=O)Nc2cccc(Cl)c2)cc1NC(=O)C1CC1	-5%	-5%	nt	nt	nt	8%	-6%	nt	4%
COC(=O)c1ccc(C(=O)OC)c(NC(=O)COC(=O)CC2CC3CCC2C3)c1 (stereo unspecified)	6%	-16%	3	-0.9	-3	-12%	6%	-0.4	4%
COc1cc(NS(=O)(=O)c2ccc(NC(=O)c3cccnc3)cc2)ncn1	3%	-16%	-14	0.9	2	7%	-6%	0.3	0%

Only part of the results is shown; rates above refer to the full screens.
